Screening data as filed in PubChem.
ROC1-CUL1 inh – inhibitors of human ROC1-CUL1 ubiquitin ligase activity. E3 ubiquitin-protein ligase RBX1 (Homo sapiens) + Cullin-1 (Homo sapiens), P62877+Q13616. in vitro K48 di-Ub FRET, acceptor:donor ratio, 45 min. inhibition, % at 10 µM. 140,000 tested, 0.6% active. AID 1347404, 2020; in the data active = inhibition above about 25%
Target sequence (P62877 whole entry, looked up): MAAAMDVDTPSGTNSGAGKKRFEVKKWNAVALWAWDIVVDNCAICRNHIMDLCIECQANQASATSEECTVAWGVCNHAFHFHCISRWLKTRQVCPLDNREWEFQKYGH
Target sequence (Q13616 whole entry, looked up): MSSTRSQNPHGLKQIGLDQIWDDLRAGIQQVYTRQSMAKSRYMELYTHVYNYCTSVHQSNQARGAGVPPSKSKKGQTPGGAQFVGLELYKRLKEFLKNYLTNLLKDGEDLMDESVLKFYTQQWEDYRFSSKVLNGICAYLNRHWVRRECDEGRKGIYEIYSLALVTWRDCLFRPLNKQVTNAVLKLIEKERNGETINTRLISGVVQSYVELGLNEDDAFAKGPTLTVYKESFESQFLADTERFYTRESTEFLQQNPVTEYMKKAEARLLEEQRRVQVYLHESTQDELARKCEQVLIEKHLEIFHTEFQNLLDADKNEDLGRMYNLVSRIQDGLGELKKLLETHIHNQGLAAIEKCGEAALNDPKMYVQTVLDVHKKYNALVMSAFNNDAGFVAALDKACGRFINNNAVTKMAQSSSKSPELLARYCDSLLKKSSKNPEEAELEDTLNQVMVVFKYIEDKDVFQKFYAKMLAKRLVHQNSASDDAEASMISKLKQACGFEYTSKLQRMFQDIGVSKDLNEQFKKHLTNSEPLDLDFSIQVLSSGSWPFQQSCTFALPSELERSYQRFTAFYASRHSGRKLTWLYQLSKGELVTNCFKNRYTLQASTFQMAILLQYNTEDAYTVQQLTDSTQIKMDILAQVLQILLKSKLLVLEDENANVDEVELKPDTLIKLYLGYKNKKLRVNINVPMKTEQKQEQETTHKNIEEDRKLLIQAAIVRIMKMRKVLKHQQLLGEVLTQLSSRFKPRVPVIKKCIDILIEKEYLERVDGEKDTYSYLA
* marks the source's active call; other numbers are inactive results. This is a subset (hit frequency here may not be typical).

SMILES	ROC1-CUL1 inh
C1=C(C2COc3ccccc3O2)N2CC(C3COc4ccccc4O3)N=C2S1 (configuration not stated)	-11
CCCN1C(=O)/C(=C\c2ccc(OCC(N)=O)cc2)SC1=Nc1ccccc1	8
CC(C)(C)c1ccc(CNC23CN4CN(CN(C4)C2)C3)cc1	-2
CCOC(=O)Nc1cc(NC(=O)OCC)c(C)nc1C	-1
Cc1nccn1CCNC(=O)CC(c1ccccc1)c1ccccc1F (configuration not stated)	-3
O=C(CCC(=O)N1CC2CCCN2c2ccccc21)NCc1cccc(Cl)c1 (configuration not stated)	-3
Cc1ccc(-c2csc(=Nc3cccc(C(F)(F)F)c3)n2CC(C)C)cc1	-5
Cc1cc(C(=O)O)c(-n2cccc2)s1	3
COc1c(S(C)(=O)=O)ccc(C(=O)Oc2cc(=O)n(-c3ccccc3)c(-c3ccccc3)n2)c1C	1
CCN(CC)S(=O)(=O)c1ccc2c(c1)N(CC(=O)NCCc1ccc(OC)c(OC)c1)C(=O)CO2	0
CCOc1cc(/C=C2\C(=O)NC(=O)N(c3ccc(Cl)cc3)C2=O)cc(Br)c1O	4
COC(=O)CCC(=O)Nc1ccc(Oc2ccc(NC(=O)CCC(=O)OC)cc2)cc1	1
CCc1ccc2oc(C(=O)NCc3ccccc3)cc(=O)c2c1	3
CCc1nn2c(=O)cc(COC(=O)Cc3ccccc3)nc2s1	4
COc1ccc(CNc2c(F)c(F)c3nc4snc(C)c4cc3c2F)cc1	-6
COc1ccc2c(C)c(CC(=O)NCc3ccccc3Cl)c(=O)oc2c1OC	6
O=C(/C=C/c1ccccc1)c1cc2ccccc2o1	-4
COc1ccccc1CC(=O)N1CCN(c2ccccc2C)CC1	-2
Cc1cc(NC(=O)c2ccc(NC(=O)CCS(=O)(=O)c3cccs3)cc2)ccc1Br	0
Cc1cccn2c(=O)cc(COc3ccc(NC(=O)C(C)C)cc3)nc12	-6
COc1ccc(-c2cc(C(F)(F)F)n3nc(C(=O)Nc4cccc(Cl)c4Cl)cc3n2)cc1OC	6
CCOC(=O)NC(=O)c1cn(CCS)c(=O)[nH]c1=O	17
Brc1ccc(/C=N/Nc2nc(N3CCOCC3)nc(N3CCOCC3)n2)cc1	-4
CC(C)(C)c1ccc(C2CC2C(=O)N/N=C\C=C\c2ccco2)cc1 (configuration not stated)	1
CCOc1ccc(CNS(=O)(=O)c2c(C(=O)N3CCCCCC3)c(C)n(C)c2C)cc1OC	0
COc1ccc(NC(=O)c2sc3nc(-c4cc5ccc(OC)cc5oc4=O)[nH]c(=O)c3c2C)cc1	-9
CN1CCN(C(=O)C(C)(C)Oc2cc(Cl)ccc2Cl)CC1	3
COC(=O)c1c(NC(=O)c2cc3ccccc3c(=O)o2)sc2c1CCCC2	5
Cc1ccc(-c2cc(C(=O)N3CCCC3c3ccc(C(N)=O)s3)[nH]n2)cc1 (configuration not stated)	-6
Cc1cc(=S)cc(C)n1CCCO	-4
CCOC(=O)c1c(N2C(=O)C3CC(C)=C(C)CC3C2=O)sc2c1CCCC2 (configuration not stated)	5
Cc1cc(C)n2ncc(CN3CCC(n4cc(CCO)nn4)CC3)c2n1	-6
COc1cccc(CN2CCCC3(CCN(C(=O)c4cccnc4C)C3)C2)c1 (configuration not stated)	-10
CCN1CCCC1CNC(=O)c1ccc(OC)c(OC2CCN(C(C)C)CC2)c1 (configuration not stated)	7
CC(C)CCCC(C)C1CCC2C(CO)C([C@@]3(C)CCC(OC(C)(C)C)C[C@]3(C)O)CC[C@]12C (some centres not stated)	-10
CCc1ccc(N2CCn3c2nc2c3c(=O)n(CCc3ccccc3)c(=O)n2C)cc1	-1
Cc1c(CC(=O)NCCc2cccnc2)c2c(n1CC(C)C)CC(C)(C)CC2=O	3
CC1(C)Cc2ccccc2C(C(Cc2ccccc2)C(N)=O)=N1 (configuration not stated)	-3
O=C(c1cn(Cc2ccc(F)cc2Cl)nn1)N1CCCC1	3
CC(C)(C)C(=O)Nc1ccc2nc(SCc3ccccc3)sc2c1	0
CSc1nnc(SCC(=O)Nc2ccc(NNC(C)=O)cc2)s1	13
Cc1ccc(C(=O)NC(=S)Nc2cccc(C(=O)O)c2C)cc1	-8
Cc1ccc(-[n+]2c([O-])c(-c3ccccc3)c(=O)n3nc(C)ccc32)cc1	4
CCCN1CCC(NC(=O)c2ccc(OC)cc2)CC1	5
Cc1c(C(=O)O)oc2c1C(=O)CC(C)(C)C2	1
COc1cc(OC)c(OC)cc1CN(C)CC1CCCN(CCc2ccccc2F)C1 (configuration not stated)	0
Cc1nc2ccccc2n1Cc1ccc2ccccc2c1	-10
Cc1ccc(NC(=O)Cc2csc(C)n2)c(C)c1	-5

Arranged by molar mass (lowest first): part of the list above.
SMILES	ROC1-CUL1 inh
Cc1c(C(=O)O)oc2c1C(=O)CC(C)(C)C2	1
CCCN1CCC(NC(=O)c2ccc(OC)cc2)CC1	5
O=C(c1cn(Cc2ccc(F)cc2Cl)nn1)N1CCCC1	3
Cc1c(CC(=O)NCCc2cccnc2)c2c(n1CC(C)C)CC(C)(C)CC2=O	3
COc1cc(OC)c(OC)cc1CN(C)CC1CCCN(CCc2ccccc2F)C1 (configuration not stated)	0

Later entries:
SMILES	ROC1-CUL1 inh
COc1ccc(C)cc1N1C(=O)c2cccc([N+](=O)[O-])c2C1=O	-2
CC1C(=NC(=S)NCC2CCCO2)C(=O)N(c2ccccc2)N1C (configuration not stated)	7
COc1cc(S(=O)(=O)n2cnc3ccccc32)ccc1Br	1
CCN(CC)c1ccc(C=Nc2ccccc2)c(O)c1	2
CCCCNC(=O)CCCN1C(=O)c2ccccc2Sc2ncccc21	0
CC(C)(C)OC(=O)N1CCC(c2c(C(=O)NC3CCCCC3)cnn2-c2cccc(Cl)c2)CC1	4
CCN1/C(=c2/o/c(=C3\C(=O)N(C)C(=S)N3C)n(CC)c2=O)C=Cc2ccccc21	-6
CCOc1ccc(CNc2cc(C)nc3nc(-c4cccc(C)c4)nn23)cc1OC	11
CC(C)(C)/C=C/C(=C(\C#N)C(=O)N1CCOCC1)C(C)(C)C	-2
COc1ccc(CCNC(=O)C2CC2)cc1	4
CCn1c(COc2ccc(C)cc2)nnc1SCC(=O)Nc1c(C)cccc1C	5
O=C(NCc1cccc(C(F)(F)F)c1)c1ccc2c(c1)OCO2	5
COc1cc(C(=O)N(Cc2ccc(N(C)C)cc2)C2CCS(=O)(=O)C2)cc(OC)c1OC (configuration not stated)	-2
O=C(Cc1ccccc1)Nc1sc2c(c1C(=O)Nc1cccc(Cl)c1)CCCCC2	5
Cc1ccc(OC(C)C(=O)NCC2CCCO2)cc1 (configuration not stated)	-7
CCCN(CCC)C(=O)/C=C\C(=O)O	1
Cc1ccc(NS(=O)(=O)c2ccc(CCC(=O)NC3CC3)cc2)cc1	3
O=S(=O)(NCc1ccco1)c1cccc(C(F)(F)F)c1	13
O=C(Cn1c(=O)c2cc(Cl)ccc2n2nncc12)Nc1ccccc1	-12
COc1ccc(OC)c2nc(N3CCOCC3)c(CN(CC3COc4ccccc4O3)C(=O)CCn3ccc(C)n3)cc12 (configuration not stated)	-2
COc1ccc(N=c2scc(-c3ccc4c(c3)OCO4)n2CCO)cc1	4
CCCN(CCC)S(=O)(=O)c1ccc(NC(=O)C2CCCO2)cc1 (configuration not stated)	3
CCC(COC(=O)Nc1cccc2ccccc12)N1C(=O)CSC1c1ccc(C)cc1 (configuration not stated)	-1
Cc1c(C(=O)N(Cc2ccc(N(C)C)cc2)Cc2ccco2)oc2cc(Br)ccc12	-4
CCC(=O)NC1CC(=O)N(c2ccc3c(c2)OCCO3)C1 (configuration not stated)	1
O=C(Cc1cccs1)Nc1ccc(F)c(F)c1	-2
CCC1=NN(C(=O)CCc2ccccc2)C(O)(c2cccnc2)C1 (configuration not stated)	8
CCOc1ccc(C2C(C(=O)Nc3ccc(OC)cc3)C(C)=Nc3nc(SCc4ccc(Cl)cc4)nn32)cc1 (configuration not stated)	-4
CCCNS(=O)(=O)c1cc(C(=O)N2CCC(C)CC2)ccc1OC	-8
Cc1cccc2nc(CSc3ccc(Cl)cc3)cn12	10
COc1cccc(OCC(O)CN2C(=O)CCC2CCNCc2cc3c(cc2Cl)OCO3)c1 (configuration not stated)	11
CCC1=NN2C(=N)/C(=C/c3cccc(C)c3)C(=O)N=C2S1	4
CCc1c(C)sc(NC(=O)c2cc(C)on2)c1C(=O)NC1CC1	1
Cc1c(C(=O)N2CCN(c3ccccc3)CC2)cnn1-c1ncc2c(n1)-c1ccccc1CCC2	1
CCCOc1c(Br)cc(Br)cc1/C=C1/C(=O)NC(=O)N(c2ccc(OC)cc2)C1=O	2
CCCOc1ccc(N=c2ssc3c2-c2cccc(C)c2NC3(C)C)cc1	-3
Cc1cc(C(=O)Nc2nnc(-c3cccs3)s2)c(C)o1	-3
O=C(Cc1coc2ccc3ccccc3c12)Nc1ccccc1F	8
Nc1c(C(=O)Nc2nc3ccccc3s2)sc2ncccc12	-4
O=C1C=C(N2CCCCC2)C2(CCCCC2)O1	2
C=C(C)C1CC=C(C)/C(=N/NC(=O)c2ccc(-c3ccccc3)cc2)C1 (configuration not stated)	-6
CC(=O)c1ccc(NC(=O)c2cnc(N3CCCC3)nc2C)cc1	-10
CCOC(=O)c1c(NC(=O)c2ccccc2Cl)sc2c1CCC/C2=N\O	-7
COc1ccc(CCNC(=O)CCCn2c(=O)c3ccccc3n(Cc3ccc(F)cc3Cl)c2=O)cc1OC	-1
CCOc1cc(Cl)c(S(=O)(=O)NCCc2ccccc2)cc1Cl	2
COc1ccccc1-c1cnnc(NN=CC2C(=O)N(c3ccccc3)N=C2C)n1 (configuration not stated)	3
COc1cccc2cc(-c3nc(Cl)c4c5c(sc4n3)CC(C)CC5)c(=O)oc12 (configuration not stated)	2
Cc1ccc(NS(=O)(=O)c2cc(-c3cc(C)no3)ccc2C)c(Cl)c1	1
CC(=O)c1cc(-c2ccccc2)n(CC(=O)Nc2ccc(C)cc2C)c1C	-12
COC(=O)CCCC(=O)N1CCCC(CNC(=O)c2ccccc2Cl)C1 (configuration not stated)	1
CCC1(C)Cc2c(sc3nc(SC)n(-c4ccc(OC)cc4)c(=O)c23)CO1 (configuration not stated)	0
O=C(Nc1ccc(Cn2cccn2)cc1)c1cccc(COc2cccc(Cl)c2)c1	4
C=CCNc1nc(N)c(C(=O)c2ccccc2)s1	2
Cc1nc(NCc2cc(F)c(F)cc2F)cc(C2CCCNC2)n1 (configuration not stated)	0
CC(=O)C(C(C)=O)=C1SCC(C)S1 (configuration not stated)	-3
Cc1cccc(N2CC(C(=O)N3CCN(c4ccccc4)CC3)CC2=O)c1 (configuration not stated)	0
Cc1ccc(NS(=O)(=O)c2ccc(NC(=O)N3CCCC3)cc2)cc1C	6
CO[C@H]1[C@H](NC(=O)c2ccco2)c2ccccc2C12CCN(Cc1c(F)ccc(F)c1F)CC2	10
COc1ccc(C2CC(C3C(=O)CCCC3O)C3=C(CCCC3=O)O2)cc1 (configuration not stated)	6
O=C(CSc1nnc(-c2ccccc2)c(-c2ccccc2)n1)NC1CCCCC1	-1

More results.
SMILES	ROC1-CUL1 inh
CCOC(=O)C1(CCc2ccccc2)CCN(Cc2ccncc2)CC1	-6
Cc1ccc(CNC(=O)C(=O)NCC(c2cccnc2)N2CCN(c3ccc(F)cc3)CC2)cc1 (configuration not stated)	5
CCOC(=O)N1CCC(N2C(=O)CCC2CCNCc2ccc(C(=O)OC)cc2)CC1 (configuration not stated)	7
COCCOc1ccc(C(=O)Nc2ccc(Cl)cc2Cl)cc1	1
CC(=O)c1cccc(NC(=O)CCCN2C(=O)COc3ccc(C)cc32)c1	-3
O=C(NCc1ccc2c(c1)OCO2)c1ccc(C#CC2(O)CCCCC2)cc1	-1
CC(/C=C/c1ccccc1)=N\NC(=O)COc1c(Br)cc(C)cc1Br	-4
CCOc1ccccc1NC(=O)CSc1nnc2[nH]c(=O)cc(-c3ccccc3)n12	1
CCOc1ccc(-n2c(SCc3nc(-c4ccccc4C)no3)nnc2-c2ccccc2)cc1	4
CC(=O)c1ccc(NC(=O)NCCc2c[nH]c3ccccc23)cc1	5
CCOc1ccc(CNC(=O)Cn2cc3c(n2)-c2c(oc(C(=O)N4CCOCC4)c2C)CC3)cc1	1
C=CCNC(=O)c1nnn(-c2ccccc2)c1CCC	-4
COc1cc([C@@H](O)[C@@H]2C(=O)OC[C@H]2[C@H](SC(C)(C)C)c2ccc3c(c2)OCO3)cc(OC)c1OC	6
COCCCNC(=O)CN1C(=O)COc2ccc(S(=O)(=O)N3CCCCCC3)cc21	-7
Cc1ccc(S(=O)(=O)c2c(O)cc(C)c(NS(=O)(=O)c3ccc(Cl)cc3)c2C)cc1	-1
Cn1c(=O)c2c(nc(NCCCCO)n2Cc2ccccc2Cl)n(C)c1=O	-8
CC(C)(C)NC(=O)CN(c1cccc2ccccc12)S(C)(=O)=O	6
COc1ccc(CCNC(=O)CCCCn2c(=O)c3ccccc3n(CC(=O)Nc3ccc(C)cc3C)c2=O)cc1OC	6
O=C1N(c2ccccc2)C[C@@H]2C[C@@H](c3ccc(OCCO)cc3)N3CCC[C@@]123	6
CCOCn1c(=O)oc2ccccc21	1
COC(=O)COC(=O)c1ccc(Oc2nc(NC(C)C)nc(NC(C)C)n2)cc1	6
C=CCn1c(SCc2c(F)cccc2Cl)nnc1-c1cccnc1	8
COC(=O)c1ccc(-c2ccc(F)cc2)nc1C	-2
COC(=O)c1ccccc1NC(=O)CSc1nnc2cc(C)c3cc(C)cc(C)c3n12	0
